PfG6PD inh – PfG6PD enzyme inhibitors, primary screen, biochemical, fluorescence intensity, uHTS | 350,000 tested, 0.78% active | inhibition, % at 20 µM | PfGluPho enzyme, NADPH resazurin-diaphorase fluorescence | glucose-6-phosphate dehydrogenase-6-phosphogluconolactonase (Plasmodium falciparum 3D7) | AID 504690, 2011;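 active = inhibition reaching at least a set limit at 20 µM in the primary screen, cut at about 59% in these data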;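 note: 0% = DMSO wells with substrate and 100% = DMSO wells lacking glucose-6-phosphate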
SENP8 block – human SENP8 protease inhibitors, primary screen, biochemical, fluorescence, Nedd8 protein substrate, uHTS; inhibition, % at 20 µM; Sentrin-specific protease 8 (Homo sapiens), Q96LD8; AID 602440, 2012; 360,000 tested, 0.64% active; recombinant SENP8; in the data active = inhibition mostly above about 40%, no sharp cut-off; inactive = mostly below about 27%
Target sequence (Q96LD8 whole entry, looked up): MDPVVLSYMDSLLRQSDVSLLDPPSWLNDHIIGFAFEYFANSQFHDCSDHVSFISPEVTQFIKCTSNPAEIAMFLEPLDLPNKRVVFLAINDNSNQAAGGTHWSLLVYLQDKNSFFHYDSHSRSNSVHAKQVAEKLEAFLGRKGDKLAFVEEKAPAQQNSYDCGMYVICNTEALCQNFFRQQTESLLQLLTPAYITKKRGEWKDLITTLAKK
SENP1 FRET inh – human SENP1 catalytic domain inhibitors, primary screen, biochemical, FRET, uHTS | AID 624204, 2012 | recombinant SENP1 catalytic domain, CyPet-SUMO1-YPet FRET cleavage | inhibition, % at 10 µM | 360,000 tested, 0.21% active;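 active = inhibition at least 30% at 10 µM, raw YFP signal under a set limit, fluorescence ratio 0.5 to 1.5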;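 note: 0% = enzyme with DMSO and 100% = no enzyme wells; some results filed as inactive read as strong as hits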
Target sequence (Q9P0U3 419-644 limits assumed): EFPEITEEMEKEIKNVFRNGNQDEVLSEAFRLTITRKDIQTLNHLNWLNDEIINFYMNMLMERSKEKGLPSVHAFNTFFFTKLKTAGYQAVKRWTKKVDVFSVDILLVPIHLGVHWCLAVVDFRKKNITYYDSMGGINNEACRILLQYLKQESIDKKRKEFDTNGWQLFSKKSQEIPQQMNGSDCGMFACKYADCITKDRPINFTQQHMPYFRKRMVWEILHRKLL
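Assay system – human recombinant His6-tagged SENP1 catalytic domain enzyme · Input – SENP1 enzyme, 20 pM final · Buffer or medium – Tris pH 8 buffer plus EDTA, NaCl, BME, BSA, NP40, catalase · Schedule – 50 min reaction at room temperature · Technique – FRET read of cyan and yellow fluorescence · Control set – no-enzyme wells low, DMSO-plus-enzyme wells high control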
The depositor's hits bear a star. A portion of the library. The share of hits here may be higher or lower than overall.

SMILES | PfG6PD inh | SENP8 block | SENP1 FRET inh
O=C1CNc2cc(Cl)ccc2N1 | -7 | -142 | -27
CCC[C@H]1CN(c2ccccc2)C(=O)[C@@H]1CC(=O)NC | -8 | 9 | 1
O=S(=O)(NCc1ccncc1)c1ccc(F)c(F)c1 | -7 | 11 | -1
O=C1c2ccccc2C2N1CCCN2C(=O)c1sc2ccccc2c1Cl (stereo not drawn) | 12 | 12 | -11
Cc1cccc(NC(=O)c2nc[nH]c2C(=O)Nc2ccccc2F)c1 | -6 | 9 | 0
O=C(CNC(=O)N1CC(=O)Nc2ccccc21)Nc1ccc(Br)cc1F | 11 | -8 | -6
O=C1C=C(c2n[nH]nc2-c2ccccc2)C[C@@H](c2ccc(F)cc2)C1 | 15 | -52 | 0
Cc1ccc(CCNC(=O)CN2C(=O)CSc3ccc(S(=O)(=O)N4CCOCC4)cc32)cc1 | 2 | 20 | 3
CC(OC(=O)CCNS(=O)(=O)c1ccc(Cl)cc1)C(=O)N(C)Cc1ccccc1 (stereo not drawn) | 6 | 16 | 4
Cc1ccc(-n2sc3cc(F)ccc3c2=O)c(C)c1 | 124* | 6 | 1
CC(NC(=O)C1CC(=O)N(c2ccc3c(c2)OCCO3)C1)c1ccccc1 (stereo not drawn) | -8 | 2 | -2
O=C(Nc1cc(S(=O)(=O)N2CCOCC2)ccc1N1CCCC1)c1ccccc1F | 0 | -2 | 1
C[C@H]1CN([C@@H](C)CO)C(=O)CCCn2cc(nn2)CO[C@@H]1CN(C)C(=O)Nc1cccc2ccccc12 | -14 | -116 | -3
Cc1cc(=O)[nH]c2nc3ccccc3n12 | -10 | -471 | -3
CC1(C)CN(Cc2ccccc2)C(=O)[C@H]1CC(=O)Nc1ccc(Br)cc1 | -5 | 21 | 2
COc1ccc(CN(C)C[C@@H]2OCCCC[C@H](C)Oc3ccc(NC(=O)Nc4ccc(F)cc4)cc3C(=O)N([C@H](C)CO)C[C@H]2C)cc1 | 21 | 14 | 1
C[C@H]1CN([C@@H](C)CO)C(=O)CCCn2nncc2CO[C@H]1CN(C)C(=O)Nc1ccnc(N2CCOCC2)c1 | -6 | 6 | 1
CC(=O)c1c(O)c(C)c(O)c2c1OC1=CC(=O)/C(=C(/C)N)C(=O)C12C (stereo not drawn) | 9 | 7 | 2
COc1ccc(N(CC(=O)Nc2ccc(S(=O)(=O)N3CCOCC3)cc2)S(C)(=O)=O)cc1OC | 15 | 16 | 3
COc1cc2c(cc1OC)CN(C(=O)CSC1=NCCS1)CC2 | 8 | -35 | -5
O=C(Cc1ccc(Cl)cc1)Nc1cccnc1Cl | 1 | 9 | 3
COc1c2c(c(OC)c3ccccc13)[C@@]1(OC2)O[C@H](CCO)C[C@H](O)[C@H]1O | -8 | -5 | 1
CC(C)NC(=O)N(C)C[C@H]1OCCCC[C@H](C)Oc2ccc(NS(=O)(=O)c3ccccc3)cc2C(=O)N([C@H](C)CO)C[C@H]1C | -8 | 18 | 0
O=C1Cc2cccc(=O)c(O)c2C(=O)O1 | 13 | -3 | -1
C[C@@H]1CN([C@@H](C)CO)C(=O)CCCn2nncc2CO[C@@H]1CN(C)S(=O)(=O)c1cccc(C#N)c1 | -2 | 6 | 3
Cc1cc(C)c(C)c(S(=O)(=O)N2CCNC(=O)C2)c1C | -27 | 11 | 1
N#Cc1ccccc1COC(=O)c1cc(S(=O)(=O)N2CCOCC2)ccc1F | -3 | 2 | 0
Cc1ccccc1NC(=O)C(C)Sc1nnc(CN2CCCC2)n1Cc1ccccc1 (stereo not drawn) | -19 | 4 | 1
O=C(NNC(=O)C(c1ccccc1)c1ccccc1)c1ccccc1O | -37 | -144 | 1
Cn1c(CCN2CCCC2)nc2cc(NC(=O)COc3ccc(Cl)cc3)ccc21 | 7 | -30 | -7
Cc1ccc(S(=O)(=O)NNc2c3ccccc3nc3ccc(Cl)cc23)cc1 | 31 | -494 | -49
COc1ccccc1C#CC1=CC(=O)CC(C)(C)C1 | 12 | -16 | 0
CN1CCN(C2CN(Cc3ccc([N+](=O)[O-])cc3)S(=O)(=O)C2)CC1 (stereo not drawn) | 5 | 20 | 0
Cc1cc(O)cc(O)c1/C=N/NC(=O)c1ccc2c(c1)OCCO2 | 7 | 8 | -95
COc1ccccc1OCC(=O)N/N=C(\C)c1ccc2ccccc2c1 | 24 | 20 | 1
O=C(NC(=S)Nc1ccc([N+](=O)[O-])cc1)c1ccco1 | -1 | 33 | 1
CC1=CC2(C)NC(=O)C(C)C12 (stereo not drawn) | -21 | 18 | 2
COc1ccc2c(c1)C(=O)C1(CC2)OC1c1cccnc1 (stereo not drawn) | 7 | -2 | 0
Nc1cc(N)nc(SCc2ccccc2Cl)n1 | 38 | 32 | 1
CC(C)CC1C(=O)N(Cc2cn(CCC3OCCCO3)nn2)CCS(=O)(=O)N1Cc1ccc(-c2cccc(CO)c2)cc1 (stereo not drawn) | 25 | 5 | 1
O=C1NC(C2CC3C=CC2C3)Nc2ccccc21 (stereo not drawn) | -1 | -461 | -1
C[C@H](CO)N1C[C@H](C)[C@@H](CN(C)C(=O)C2CCCCC2)OCc2cn(nn2)CCCC1=O | -7 | 17 | 0
C[C@@H]1CN([C@@H](C)CO)C(=O)CCCn2nncc2CO[C@@H]1CN(C)S(=O)(=O)c1ccc(-c2ccccc2)cc1 | -5 | -4 | 0
C[C@@H]1CN([C@@H](C)CO)S(=O)(=O)c2ccc(Br)cc2O[C@@H]1CN(C)S(=O)(=O)c1cn(C)cn1 | 11 | 13 | 0
CCCCCCN1CCN(C2CN(Cc3ccc([N+](=O)[O-])cc3)S(=O)(=O)C2)CC1 (stereo not drawn) | 9 | 7 | 1
CC(Nc1ccc(Br)cc1)C(=O)NC(=O)NC1CCCCC1 (stereo not drawn) | 10 | 8 | 1
COc1ccc(CCNC(=O)c2ccc3c(c2)S(=O)(=O)N=C2CCCCCN23)cc1OC | 4 | 14 | 1
CC1CCCCC1NC(=O)CN1CCC(NC(=O)C(C)(C)C)CC1 (stereo not drawn) | -5 | 7 | 0
Cc1ccc(S(=O)(=O)CCC(=O)OCCOc2ccc(Br)cc2)cc1 | 20 | 23 | -1
COc1ccccc1C(=O)Nc1ccnn1C1CCN(C2CCCCC2)CC1 | -2 | 16 | -19
CCCCCCN1C[C@H](O)[C@@H](n2cc(C3CC3)nn2)C[C@@H]1c1ccc(Cl)cc1 | 22 | 1 | 0
O=C1c2ccccc2CCC12OC2c1ccncc1 (stereo not drawn) | 8 | 7 | 1
CC(NCC(=O)Nc1ccccc1C(=O)NC1CC1)c1ccc(Cl)cc1 (stereo not drawn) | 0 | 11 | -1
CN1OC[C@@H]2CN(C(=O)Cc3ccccc3)[C@H](c3ccccc3Br)C[C@@H]21 | 6 | 14 | 3
CCCc1nc2nc(C)c(NS(=O)(=O)c3ccc(C)c(C)c3)c(=O)n2[nH]1 | 3 | 19 | 3
Cc1noc(C)c1NC(=O)N(C)C[C@@H]1OCc2ccccc2-c2c(n(C)c3ccccc23)C(=O)N([C@H](C)CO)C[C@H]1C | 3 | -3 | 0
CC(=O)C(Cc1ccccc1)NC(=O)COC(=O)c1cc(S(=O)(=O)N2CCOCC2)ccc1F (stereo not drawn) | 4 | -10 | 0
COc1ccc(NC(=O)CN2c3cccc4cccc(c34)S2(=O)=O)cc1OC | 4 | -275 | 3
CCCCCC(=O)OCc1ccc(C2=CC(=O)CC(C)(C)C2=O)cc1 | 28 | 14 | 1
O=C(O)C1CC(Br)C(Br)CC1C(=O)O (stereo not drawn) | 2 | 13 | 1
Remaining list, next part:
SMILES | PfG6PD inh | SENP8 block | SENP1 FRET inh
CC(OC(=O)c1ccc(NC(=O)CC#N)cc1)C(=O)Nc1ccc(S(=O)(=O)N2CCCC2)cc1 (stereo not drawn) | 9 | -19 | -23
CCCCCCn1c(=O)n2n(c1=O)C[C@]1(OC(=O)NCC3CCCCC3)CN(S(=O)(=O)c3ccc(C)cc3)C[C@]1(O)C2 | 8 | 8 | 3
COCOCCn1cc(CN2CCS(=O)(=O)N(Cc3ccc(-c4ccc(OC)c(OC)c4)cc3)C(C)C2=O)nn1 (stereo not drawn) | 15 | 21 | 0
O=C1c2ccccc2C(=O)N1C1C=CC=CC=C1 | -2 | 13 | 0
CCOC(=O)CCCN(c1[nH]c(C)c(C)c1C#N)S(=O)(=O)c1ccc(C)cc1 | -8 | 20 | -1
CC(C)N=C1CCCC1C(=S)SSC(=S)C1CCCC1=NC(C)C (stereo not drawn) | 43 | 26 | -8
N#CC(Cc1cccs1)c1nc2ccccc2[nH]1 (stereo not drawn) | 1 | -34 | -29
COc1ccc(OC)c(NC(=O)C2CCCN2S(=O)(=O)c2ccc3c(c2)CC(C)N3C(C)=O)c1 (stereo not drawn) | -3 | 10 | 1
C[C@@H]1CN([C@@H](C)CO)C(=O)CCCn2nncc2CO[C@H]1CN(C)S(=O)(=O)c1ccc(C#N)cc1 | -8 | 14 | 1
C[C@H](CO)N1C[C@H](C)[C@H](CN(C)S(=O)(=O)c2ccccc2C#N)OCc2cnnn2CCCC1=O | -7 | 6 | 1
CCOc1ccc(NS(=O)(=O)c2cccs2)cc1S(=O)(=O)N1CCCC1 | -24 | 12 | 7
C/C(=N\NC(=O)c1nnn(-c2nonc2N)c1CSc1ccc(C)cc1)c1cccs1 | -5 | -83 | 2

Some of the entries so far, tab-delimited:
compound	PfG6PD inh	SENP8 block	SENP1 FRET inh
COc1ccc(NC(=O)CN2c3cccc4cccc(c34)S2(=O)=O)cc1OC	4	-275	3
CCCCCC(=O)OCc1ccc(C2=CC(=O)CC(C)(C)C2=O)cc1	28	14	1
O=C(O)C1CC(Br)C(Br)CC1C(=O)O (stereo not drawn)	2	13	1
CC(OC(=O)c1ccc(NC(=O)CC#N)cc1)C(=O)Nc1ccc(S(=O)(=O)N2CCCC2)cc1 (stereo not drawn)	9	-19	-23
CCCCCCn1c(=O)n2n(c1=O)C[C@]1(OC(=O)NCC3CCCCC3)CN(S(=O)(=O)c3ccc(C)cc3)C[C@]1(O)C2	8	8	3
COCOCCn1cc(CN2CCS(=O)(=O)N(Cc3ccc(-c4ccc(OC)c(OC)c4)cc3)C(C)C2=O)nn1 (stereo not drawn)	15	21	0
O=C1c2ccccc2C(=O)N1C1C=CC=CC=C1	-2	13	0
CCOC(=O)CCCN(c1[nH]c(C)c(C)c1C#N)S(=O)(=O)c1ccc(C)cc1	-8	20	-1
CC(C)N=C1CCCC1C(=S)SSC(=S)C1CCCC1=NC(C)C (stereo not drawn)	43	26	-8
N#CC(Cc1cccs1)c1nc2ccccc2[nH]1 (stereo not drawn)	1	-34	-29
COc1ccc(OC)c(NC(=O)C2CCCN2S(=O)(=O)c2ccc3c(c2)CC(C)N3C(C)=O)c1 (stereo not drawn)	-3	10	1
C[C@@H]1CN([C@@H](C)CO)C(=O)CCCn2nncc2CO[C@H]1CN(C)S(=O)(=O)c1ccc(C#N)cc1	-8	14	1
C[C@H](CO)N1C[C@H](C)[C@H](CN(C)S(=O)(=O)c2ccccc2C#N)OCc2cnnn2CCCC1=O	-7	6	1
CCOc1ccc(NS(=O)(=O)c2cccs2)cc1S(=O)(=O)N1CCCC1	-24	12	7
C/C(=N\NC(=O)c1nnn(-c2nonc2N)c1CSc1ccc(C)cc1)c1cccs1	-5	-83	2

The list continues:
SMILES | PfG6PD inh | SENP8 block | SENP1 FRET inh
O=c1[nH]c2ccc(Br)cc2c(=O)o1 | 18 | -459 | -58
Cc1noc(C)c1NC(=O)N(C)C[C@@H]1OCc2cnnn2CCCC(=O)N([C@@H](C)CO)C[C@H]1C | 10 | 13 | 1
O=C(NCc1nnnn1-c1ccc(F)cc1)c1ccc2c(c1)OCO2 | -5 | 11 | 1
C[C@@H]1CN([C@@H](C)CO)C(=O)c2cc(C#CC(C)(C)O)cnc2O[C@@H]1CN(C)C(=O)c1ccccc1F | 21 | -14 | 1
CC(C)CC1C(=O)N(Cc2cn(CC3CCCCC3)nn2)CCS(=O)(=O)N1Cc1ccc(-c2ccncc2)cc1 (stereo not drawn) | 3 | 2 | 0
Cc1ccc2ccc(C#N)cc2c1O | 5 | -496 | 0
COCOCCn1cc(CN2CCS(=O)(=O)N(Cc3ccc(-c4cccc(CO)c4)cc3)C(C(C)C)C2=O)nn1 (stereo not drawn) | 8 | 14 | 3
CCN(CC(=O)Nc1ccc(NC(C)=O)cc1)C(=O)C1(c2ccc(Cl)cc2)CCC1 | -11 | -1 | -2
C[C@H]1CN([C@@H](C)CO)C(=O)c2c(c3ccccc3n2C)-c2ccccc2CO[C@H]1CN(C)C(=O)[C@@H]1CCCN1C | -15 | 5 | -1
